Source: PubChem BioAssay (National Center for Advancing Translational Sciences (NCATS))
BLM inh: blocks DNA unwinding by human BLM helicase; P54132; recombinant BLM DNA unwinding, fluorescence dequenching; Potency, µM (highest dose often 56.1 µM), inactives show top-dose activity change, negative = inhibition, usual class: inhibitors; 350,000 tested, 0.2% active; AID 2528;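 also: plate controls were vehicle for no effect and no enzyme for full effect; nearly all actives have a fitted effect of over 35% in size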
Apoferritin bind: binds horse apoferritin like a general anesthetic; P02791; apoferritin/1-aminoanthracene competitive binding, fluorescence; Potency, µM (titrated, usually from 77.5 µM), without a hit: at the top dose activity change, negative = displacement, most hits filed as inhibitors; 350,000 tested, 0.074% active; AID 485281; also: % is scaled to controls: 0 for no effect and ±100 for the full control effect; nearly all actives have a fitted effect of over 20% in size
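Concentration-response curves derived by four-parameter Hill fitting of normalized fluorescence, where compounds displaced 1-AMA from 10 uM horse apoferritin following a brief 10 min room-temperature incubation; propofol titration acted as positive control.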
APE1 inh: blocks human APE1 abasic DNA cleavage. P27695. recombinant APE1, TAMRA/BHQ-2 abasic DNA cleavage fluorescence. Potency, µM (highest dose often 65.8 µM), for inactives: top-dose activity change, negative = inhibition, actives largely listed as inhibitors. 350,000 tested, 0.35% active. AID 2517;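 also: plate controls were vehicle for no effect and reference inhibitor for full effect; nearly all actives have a fitted effect of over 55% in size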
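Activity was derived from the fluorescence gain between first and third kinetic reads (60 s intervals, ex 525/em 598 nm) after 50 nM THF-abasic TAMRA/BHQ-2 duplex was added to 0.75 nM APE1 preincubated 15 min with compound.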
Pol kappa inh: blocks human DNA polymerase kappa activity. Q9UBT6. purified Pol kappa, fluorescent DNA synthesis assay, 10 min. Potency, µM (top dose mostly 107 µM), for inactives: at the highest dose activity, negative = inhibition, usual class: inhibitors. 400,000 tested, 0.53% active. AID 588579; also: % is scaled to controls: 0 for no effect and ±100 for the full control effect
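Fluorescent qHTS in 1536-well format: enzyme (10 nM) and compound sat 15 min at room temperature before 50 nM substrate (final) was added. Signal taken at 0 and 10 min; no-enzyme buffer wells were negative controls.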
Pol iota inh: inhibitors of human DNA polymerase iota | Pol iota fluorescent replication assay, 10 min | Potency, µM (doses to about 115 µM), for the others: at the highest dose activity, negative = inhibition, actives largely listed as inhibitors | 390,000 tested, 1% active
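Pol iota at 10 nM preincubated 15 min with compounds at room temperature; reaction started with fluorescent substrate, 50 nM final. Fluorescence read kinetically at 0 and 10 min; buffer-only wells as negative control.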
Pol eta inh: blocks human DNA polymerase eta activity; Potency, µM (highest dose often 114 µM), without a hit: at the highest dose activity change, negative = inhibition, hits mostly inhibitors; Q9Y253; 390,000 tested, 1.2% active; recombinant Pol eta, fluorescent DNA replication assay; also: % is scaled to controls: 0 for no effect and ±100 for the full control effect
Target sequence (Q9Y253 whole entry, looked up): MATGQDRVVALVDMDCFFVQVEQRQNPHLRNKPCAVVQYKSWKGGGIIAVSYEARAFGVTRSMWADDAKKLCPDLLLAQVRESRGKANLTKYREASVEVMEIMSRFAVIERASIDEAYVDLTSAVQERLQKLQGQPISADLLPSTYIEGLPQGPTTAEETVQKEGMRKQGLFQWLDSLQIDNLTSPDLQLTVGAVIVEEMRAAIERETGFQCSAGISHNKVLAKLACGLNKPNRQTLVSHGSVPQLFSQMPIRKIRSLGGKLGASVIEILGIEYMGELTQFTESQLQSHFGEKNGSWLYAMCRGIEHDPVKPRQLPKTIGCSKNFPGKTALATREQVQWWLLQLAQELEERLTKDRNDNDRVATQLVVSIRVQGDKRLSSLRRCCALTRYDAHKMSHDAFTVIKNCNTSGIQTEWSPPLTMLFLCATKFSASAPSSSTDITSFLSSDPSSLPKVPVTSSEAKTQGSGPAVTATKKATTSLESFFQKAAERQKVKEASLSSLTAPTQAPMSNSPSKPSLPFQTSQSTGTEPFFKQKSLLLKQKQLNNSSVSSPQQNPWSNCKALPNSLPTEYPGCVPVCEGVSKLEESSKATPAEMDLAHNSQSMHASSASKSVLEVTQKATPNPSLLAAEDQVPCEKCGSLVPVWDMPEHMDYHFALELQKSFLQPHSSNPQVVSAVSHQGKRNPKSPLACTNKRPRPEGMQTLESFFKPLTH
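Pol eta (10 nM) was preincubated with compounds for 15 min at room temperature, after which fluorescent replication substrate (50 nM final) was added to start the reaction. Fluorescence was read kinetically at 0 and 10 min.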
POLB inh: inhibitors of human DNA polymerase beta; P06746; Pol beta primer extension/strand displacement, fluorescence kinetic; Potency, µM (highest dose often 114 µM), inactives show top-dose activity change, negative = inhibition, usual class: inhibitors; 340,000 tested, 1.3% active; AID 485314; also: % is scaled to controls: 0 for no effect and ±100 for the full control effect
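Human Pol beta at 10 nM; strand-displacement substrate 50 nM final. Compound exposure 15 min at room temperature before start, reaction 10 min at room temperature.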
G9a inh: blocks human histone lysine methyltransferase G9a. Q96KQ7. G9a H3K9 monomethylation, AlphaScreen, 2 h. Potency, µM (doses to about 102 µM), inactives show at the top dose activity, negative = inhibition, hits mostly inhibitors. 350,000 tested, 8.8% active; also: % is scaled to controls: 0 for no effect and ±100 for the full control effect; nearly all actives have a fitted effect of over 75% in size
Target sequence (Q96KQ7 913-1193 limits assumed): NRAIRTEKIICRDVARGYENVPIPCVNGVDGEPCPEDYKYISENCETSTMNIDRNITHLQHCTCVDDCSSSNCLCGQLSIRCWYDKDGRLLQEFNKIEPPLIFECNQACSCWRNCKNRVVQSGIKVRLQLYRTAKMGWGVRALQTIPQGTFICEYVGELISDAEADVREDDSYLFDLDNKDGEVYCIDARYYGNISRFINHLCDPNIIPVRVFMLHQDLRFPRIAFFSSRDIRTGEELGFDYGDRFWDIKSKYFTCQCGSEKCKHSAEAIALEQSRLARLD
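Readings reflect AlphaScreen signal from monomethyl-H3K9 antibody detection. HMT at 20 nM; substrate b-H3K9 500 nM; cofactor SAM 20 uM; 2 h RT reaction; compounds tested as titrations in qHTS with 15 min preincubation.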
BAZ2B inh: blocks human BAZ2B. 360,000 tested, 4.4% active. AlphaScreen BAZ2B-H3K14Ac peptide displacement. Potency, µM (highest dose often 114 µM), without a hit: at the highest dose activity change, negative = inhibition, hits mostly inhibitors. Q9UIF8; also: % is scaled to controls: 0 for no effect and ±100 for the full control effect; nearly all actives have a fitted effect of over 60% in size
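Inhibition is scored as reduced AlphaScreen emission. The BAZ2B/b-H3(5-23)K14Ac complex (50 nM each) in PBS pH 7.4, 0.01% Tween-20 meets compound (up to 110 uM) for 30 min at RT before bead addition.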
* marks the source's active call; other numbers are inactive results; ? = inconclusive; nt = no result given; & = joins results of further samples; [ ] = remark or other dose. Calls follow the shape of the dose curve; as a rule, active = well fitted curve in the direction sought with a large enough effect; inconclusive = small, poorly fitted or top-dose-only effect, or another doubt; inactive = no such curve, though single readings can be large; an effect the other way counts as inactive or inconclusive. Potency is read from the fitted curve at half-maximal effect.

Sample of the layout (3 entries):
SMILES	BLM inh	Apoferritin bind	APE1 inh	Pol kappa inh	Pol iota inh	Pol eta inh	POLB inh	G9a inh	BAZ2B inh
Cc1c(C(=O)OCC(=O)N(C)Cc2ccccc2)oc2ccccc12	nt	nt	6%	-7%	-3%	-7%	nt	-4%[12.7 µM]	9%
COc1ccccc1/C=C\C(=O)NCC(=O)N/N=C/c1ccc(O)cc1O	-1%	-22%	2%	3%	63%[activator]	-18%	-27%	22%	-19%
CC(=O)c1ccc(N2CCN(C(=O)c3cn(Cc4ccccc4)nc3-c3cccnc3)CC2)c(F)c1	nt	nt	-9%	2%	-24%	-5%	nt	7%[12.7 µM]	-7%

Main list, from the start:
SMILES	BLM inh	Apoferritin bind	APE1 inh	Pol kappa inh	Pol iota inh	Pol eta inh	POLB inh	G9a inh	BAZ2B inh
Cc1c(C(=O)OCC(=O)N(C)Cc2ccccc2)oc2ccccc12	nt	nt	6%	-7%	-3%	-7%	nt	-4%[12.7 µM]	9%
COc1ccccc1/C=C\C(=O)NCC(=O)N/N=C/c1ccc(O)cc1O	-1%	-22%	2%	3%	63%[activator]	-18%	-27%	22%	-19%
CC(=O)c1ccc(N2CCN(C(=O)c3cn(Cc4ccccc4)nc3-c3cccnc3)CC2)c(F)c1	nt	nt	-9%	2%	-24%	-5%	nt	7%[12.7 µM]	-7%
Cc1cc(C(=O)NC2CCCCC2)c(C)n1-c1ccc(F)cc1	4%	-16%	6%	-21%	6%	-17%	-16%	5%[59 µM]	?
Nc1n[nH]c2cccc(Cl)c12	1%	-11%	2%	-3%	-13%	10%	2%	-4%	-3%
CC(C)(C)NC[C@@H](O)COc1nsnc1N1CCOCC1	-14%	3%	19%	-10%[60.1 µM]	nt	nt	nt	1%[2.33 µM]	nt
c1ccc2c(c1)sc1nnnn12	-4%	-7%	4%	-3%	8%	-11%	15%	-14%[12.7 µM]	6%
COC(=O)NNC(=S)Nc1ccc(Br)cc1	-3%	-6%	3%	10%	8%	-1%	0%	50µM*	-11%
COc1ccc(-c2nc3ccccc3o2)cc1NC(=O)c1ccc(-c2ccc(Br)cc2)o1	-4%	5%	nt	2%	5%	-14%	-1%	2%[59 µM]	1%
CC1=CC(C)(C)n2c(O)c(C3=NC(=S)NC3=O)c3cc(OC(=O)c4cccc5ccccc45)cc1c32	2%	-11%	3%	-9%	15%	-8%	32%	30%[2.33 µM]	?
Cc1ccccc1NC(=S)N(CCc1c(C)[nH]c2ccc(F)cc12)Cc1cccnc1	-5%	-8%	-3%	-20%	6%	?	-19%	56µM*	nt
CC(C)CCn1c(N2CCN(Cc3ccccc3)CC2)nc2c1c(=O)[nH]c(=O)n2C	0%	-3%	-5%	nt	nt	nt	7%	23%[59 µM]	-6%
COCc1cc(=O)[nH]c(N2CCN(c3ccccc3OC)CC2)n1	-7%	-5%	47%[activator]	-25%	25%	-15%	12%	33%	-20%
O=C(CCS(=O)(=O)c1ccccc1)NC1CCCC1	-3%	-3%	1%	3%	8%	-11%	9%	-8%	-2%
c1ccc(-c2n[nH]c3c2oc2ccccc23)cc1	4%	0%	-4%	-15%[60.1 µM]	nt	nt	nt	9%[59 µM]	nt
COc1ccc(C)cc1NS(=O)(=O)c1cn(C)nc1C	2%	-5%	2%	-9%	32%[activator]	-6%	1%	-3%	-33%
CCCOc1ccc(-c2c(C(=O)N/N=C/c3ccc(C)cc3)nnn2-c2nonc2N)cc1	-9%	?	4%	-25%	25%	-16%	3%	-39%	-15%
CCOc1ccc(C(=O)Nc2ccc(S(=O)(=O)Nc3cc(C)on3)cc2)cc1	1%	-1%	35%	-13%	118%[activator]	-21%	15%	-6%	0%
CC1CCCN(C(=O)Cc2cccc3ccccc23)C1 (configuration not stated)	-3%	?	35%[activator]	-2%	113%[activator]	-2%	18%	36%	-17%
CCn1c(O)c(N=NC(=O)C2C(=O)NCC2c2ccccc2)c2ccccc21 (configuration not stated)	3%	3%	5%	?	13%	-4%	12%	13%[59 µM]	-36%
COC(=O)c1c(Oc2ccc(OC)cc2)nnc(-c2ccccc2)c1-c1ccccc1	-9%	-7%	nt	-19%	-2%	-27%	8%	-34%[59 µM]	-19%
CCOC(=O)c1ccc(NC(=S)N(CCCN2CCCC(C)C2)Cc2ccco2)cc1 (configuration not stated)	1%	-13%	-3%	-5%	103%[activator]	-24%	6%	-3%[59 µM]	?
Clc1cccc(N2CCN(c3nnnn3-c3ccccc3)CC2)c1	-10%	1%	-5%	-6%	11%	0%	2%	10%	-15%
Cc1ccc2nc(-c3ccc(NC(=O)COc4ccc(Br)cc4Br)cc3)sc2c1	-4%	0%	nt	-19%	?	-6%	2%	?	-1%
CSc1ccccc1NC(=O)c1ccco1	-3%	-11%	-2%	8%	-1%	-12%	19%	24%[59 µM]	8%
CCOc1cc2[nH]c(=O)n(CCCN3CCN(c4ccc(OC)cc4)CC3)c(=O)c2cc1OCC	4%	-8%	2%	-11%	81%[activator]	-19%	7%	10µM*	?
COc1ccc(CNC(=O)c2[nH]c(C)c(C(C)=O)c2C)cc1	-1%	5%	-1%	-12%	38%[activator]	-8%	-4%	22%	?
CCCCOc1ccc(CNC(=O)CN2CCSc3ccccc32)cc1	-14%	-5%	nt	-20%[60.1 µM]	23%	?	1%	?	?
CCN(CC)CCn1c2c(c(SCC(=O)Nc3cc(C)ccc3C)nc1=O)CCC2	nt	nt	11%	-15%	72%[activator]	-9%	nt	4%[59 µM]	-2%
O=C(COC(=O)Cc1ccc(S(=O)(=O)N2CCOCC2)s1)Nc1ccc(F)cc1F	nt	nt	4%	-3%	22%	-23%	nt	nt	nt
O=C1CN(C(=O)COC(=O)c2ccc(Cl)cc2)c2ccccc2N1	nt	nt	22%	-12%	25%	-22%	nt	?	2%
CCOC(=O)CCC(NC(=O)CCCC(=O)NC(CCC(=O)OCC)C(=O)OCC)C(=O)OCC (configuration not stated)	-7%	19%	3%	-3%	11%	-6%	?	0%[59 µM]	-8%
CN(C)C1=NC[C@H](Cc2ccccc2)N1CCc1cccc(F)c1	nt	nt	-9%	-5%	1%	-12%	nt	13%[2.33 µM]	-2%
CC1=NN(C(N)=S)C(=O)C1N=Nc1ccccc1C (configuration not stated)	-4%	-13%	4%	4%	-11%	-11%	-1%	1%[59 µM]	-11%
C=CCOc1ccc(CNc2ccc(NC(=O)CC(C)C)cc2)cc1OC	5%	?	4%	-9%	16%	-2%	-17%	71µM*	50µM*
NC(N)=NS(=O)(=O)c1ccc(NC(=S)NC(=O)/C=C/c2cccs2)cc1	-4%	-5%	13%	-9%	-18%	0%	-16%	?	-25%
CC(C)(C)C(=O)Nc1cccc(C(=O)OCc2cc(=O)n3nc(C4CC4)sc3n2)c1	-6%	3%	nt	-12%[60.1 µM]	5%	-17%	1%	?	-18%
Cc1ccc(C)c(-c2nnc(NC(=O)c3ccc([N+](=O)[O-])o3)o2)c1	nt	nt	13%	2%	1%	-8%	nt	7%[2.33 µM]	?
O=C(c1ccc(F)cc1)N1CCCCC(Sc2nnnn2-c2ccccc2)C1=O (configuration not stated)	-9%	-22%	6%	-16%	-2%	-13%	25%	8%[59 µM]	6%
O=C(COC(=O)/C=C/c1ccc([N+](=O)[O-])cc1)NCc1ccccc1	1%	-14%	12%	0%	1%	-13%	13%	-31%	-3%
CCOC(=O)c1ccc(NC(=O)c2nc(S(=O)(=O)Cc3ccccc3)ncc2Cl)cc1	-8%&-7%	?	40%[activator]	-1%&-19%	?	-10%&-9%	-1%&32%	22µM*	-29%&-3%
COc1ccc(NC(=S)NC2CCCCCC2)c(OC)c1	-3%	-15%	3%	1%	10%	-2%	2%	?	?
COc1ccc(CCN=C(C)c2cc(C)c(C)cc2O)cc1OC	1%	-2%	1%	1%	45%[activator]	-22%	2%	1%	-1%
CCSc1nnc(-c2ccc(S(=O)(=O)N3CCCC3)cc2)n1C	0%	-10%	?	-4%	7%	2%	-6%	?	8%
CCCCN1C(=O)CN(C2CCCCC2)C(=O)C1c1ccc(OC(C)C)c(OC)c1 (configuration not stated)	0%	-2%	nt	1%[60.1 µM]	-17%	9%	-2%	2%[59 µM]	4%
C[C@H]1COC(=O)[C@H](CC(=O)OC(C)(C)C)C/C=C\C[C@@H](CC(=O)N[C@H](CO)Cc2ccccc2)C(=O)N1	nt	nt	5%	-12%	12%	-8%	nt	nt	nt
C=CCOc1ccccc1CNc1ccccc1C	-3%	-18%	-1%	-3%	-8%	-17%	4%	?	-37%
COc1cc(/C=C2/C(=N)N3C(=NC2=O)SN=C3S(C)(=O)=O)ccc1OC(=O)c1ccco1	-11%	-8%	3%	-19%	?	50µM*	-8%	?	?

Some of these compounds in order of their number in BLM inh, high to low.
canonical_smiles	BLM inh
CCSc1nnc(-c2ccc(S(=O)(=O)N3CCCC3)cc2)n1C	0%
C=CCOc1ccccc1CNc1ccccc1C	-3%
CC(C)(C)C(=O)Nc1cccc(C(=O)OCc2cc(=O)n3nc(C4CC4)sc3n2)c1	-6%

Following part.
SMILES	BLM inh	Apoferritin bind	APE1 inh	Pol kappa inh	Pol iota inh	Pol eta inh	POLB inh	G9a inh	BAZ2B inh
CN(Cc1ccco1)S(=O)(=O)c1nnc(NC(=O)c2cccc(Cl)c2)s1	-7%&-8%	0%&-13%	-8%	-12%&-1%	20%&-23%	?	?	-5%[59 µM]	-8%&-5%
O=C(NCCOc1ccccc1F)c1ccccc1SCc1ccc(F)cc1	-6%	-12%	11%	-3%	-24%	-17%	37%	-10%[59 µM]	6%
Cc1ccc2nc(-c3ccc(Br)o3)oc(=O)c2c1	-2%	-2%	5%	-7%	11%	-18%	?	2%[2.33 µM]	1%
CCOC(=O)Cn1c(N)c(C(=O)OC)sc1=S	-3%	-10%	8%	-1%	-7%	-7%	17%	15%[0.501 µM]	3%
CCN(CC)S(=O)(=O)c1ccc(OC)c(NC(=S)Nc2cc(C)ccc2C)c1	-3%	?	3%	nt	nt	nt	-19%	19%[59 µM]	-28%
CCOC(=O)c1cc(NC(=O)N(C)C2CCCCC2)c(C)nc1C	-12%	10%	-6%	3%	17%	-24%	-12%	23%	6%
Cn1c(SCc2nc3ccccc3s2)nnc1-c1ccc2c(c1)OCO2	-3%	-7%	0%	-5%	10%	1%	3%	0%[59 µM]	3%

An excerpt; count on the stated rates, not on these rows.
